Bioassay records deposited in PubChem by National Center for Advancing Translational Sciences (NCATS).
GLP1R cytotox – qHTS of GLP-1 Receptor Inverse Agonists: Cytotox Screen | HEK293 cAMP-luciferase reporter cells, luminescence, 24 h | Potency, µM (highest dose often 38.3 µM), for inactives: at the top dose activity change, negative = inhibition, actives largely listed as inhibitors | 410,000 tested, 0.13% active | AID 624418, 2012;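 further: loss of luciferase light is scored as toxicity; potency means the concentration at half of the fitted maximal effect; on the % scale 0 is the no-effect control and ±100 the full control effect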
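Seeding density was 200 cells/uL; after overnight-length (12 h) culture, 23 nL compounds went on for 24 h at 37 °C. Readout used a luciferase detection reagent, luminescence taken after 12 min at room temperature.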
IL-2 act – qHTS of IL-2 Activators. IL-2 activation reporter assay, cell-based qHTS; stimulated with anti-CD3/CD4/CD28 beads; in transgenic mouse T cells. activation, % (series mostly up to about 46 µM). 360,000 tested, 0.065% active; in the data active means activation above about 50%; inconclusive means mostly about 30% to 49%; further: 0% is about no effect
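Readout: EGFP and DsRed signals by fluorescent plate cytometry. Unstimulated transgenic mouse T cells received compound 60 min before antibody-bead stimulation, then incubated 18 h at 37 degrees C.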
GLP-1R inv ag – qHTS of GLP-1 Receptor Inverse Agonists (Inhibition Mode) | Glucagon-like peptide 1 receptor (Homo sapiens), P43220 | HEK293 GLP-1R CRE-luciferase, luminescence, 24 h; GLP-1R form is constitutively active | AID 624417, 2012 | Potency, µM (titrated, usually from 38.3 µM), for the others: top-dose activity change, negative = inhibition, hits mostly inhibitors | 410,000 tested, 1.6% active; further: potency means the concentration at half of the fitted maximal effect; on the % scale 0 is the no-effect control and ±100 the full control effect; nearly all actives have a fitted effect of over 55% in size
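HEK293 cells stably co-expressing constitutively active GLP-1R and a cAMP-responsive luciferase reporter were seeded in DMEM with 10% Nu serum, given compounds after 12 h, and incubated 24 h at 37 deg C. Luminescence was then read.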
DRD3 antagonist – qHTS of D3 Dopamine Receptor Antagonist: qHTS; D3R cells, DiscoveRx beta-arrestin luminescence, antagonist mode; stronger effect = lower value; D(3) dopamine receptor (Homo sapiens), P35462; AID 652054, 2013; 360,000 tested, 2.5% active; max response, negative = inhibition, %; in the data active means max response below about -50%; inconclusive means no clear call, values can overlap the other calls; further: on the % scale 0 is the no-effect control and ±100 the full control effect; mostly tested at two doses, the higher about 12 µM
Target sequence (P35462 whole entry, looked up): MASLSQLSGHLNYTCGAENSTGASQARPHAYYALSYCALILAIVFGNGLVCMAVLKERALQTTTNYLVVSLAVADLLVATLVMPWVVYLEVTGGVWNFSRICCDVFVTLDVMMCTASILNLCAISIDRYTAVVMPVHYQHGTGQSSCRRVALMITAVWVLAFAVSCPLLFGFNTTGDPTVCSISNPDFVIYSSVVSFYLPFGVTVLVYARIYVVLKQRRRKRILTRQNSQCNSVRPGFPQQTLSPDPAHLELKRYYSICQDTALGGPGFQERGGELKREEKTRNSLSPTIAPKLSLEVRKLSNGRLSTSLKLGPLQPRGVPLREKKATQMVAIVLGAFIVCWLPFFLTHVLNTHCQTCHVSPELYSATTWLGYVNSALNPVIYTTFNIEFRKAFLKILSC
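Cells expressing the human receptor were seeded at 1500 cells/well, incubated overnight at 37 degrees C in 5% CO2, then exposed to library compounds with dopamine controls for 90 minutes at 37 degrees C before luminescent detection.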
DRD3 agonist – qHTS of D3 Dopamine Receptor Agonist: qHTS. max activation, %. 410,000 tested, 0.58% active. D(3) dopamine receptor (Homo sapiens), P35462. AID 652048, 2013. D3R DiscoveRx beta-arrestin cells, luminescence, 90 min; in the data active means max activation above about 30%; further: 0% is about no effect; mostly tested at two doses, the higher about 12 µM
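Agonist-mode cell screen: cells plated at 1500/well and incubated overnight at 37 °C, then exposed to library compounds for 90 min at 37 °C. Detection reagent was added for 30–60 min at room temperature, and luminescence was read.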
PI5P4Ka inh – qHTS for Inhibitors of phosphatidylinositol 5-phosphate 4-kinase (PI5P4K). Phosphatidylinositol 5-phosphate 4-kinase type-2 alpha (Homo sapiens), P48426. PI5P4Kalpha enzyme, ADP-Glo luminescence, 60 min; stronger effect = lower value. max response, %. 330,000 tested, 1.2% active; active means max response of -50% or lower; inconclusive means between -30% and -50%; inactive means -30% or higher; further: value at the top dose of about 77 µM; on the % scale 0 is the no-effect control and ±100 the full control effect
Target sequence (P48426 whole entry, looked up): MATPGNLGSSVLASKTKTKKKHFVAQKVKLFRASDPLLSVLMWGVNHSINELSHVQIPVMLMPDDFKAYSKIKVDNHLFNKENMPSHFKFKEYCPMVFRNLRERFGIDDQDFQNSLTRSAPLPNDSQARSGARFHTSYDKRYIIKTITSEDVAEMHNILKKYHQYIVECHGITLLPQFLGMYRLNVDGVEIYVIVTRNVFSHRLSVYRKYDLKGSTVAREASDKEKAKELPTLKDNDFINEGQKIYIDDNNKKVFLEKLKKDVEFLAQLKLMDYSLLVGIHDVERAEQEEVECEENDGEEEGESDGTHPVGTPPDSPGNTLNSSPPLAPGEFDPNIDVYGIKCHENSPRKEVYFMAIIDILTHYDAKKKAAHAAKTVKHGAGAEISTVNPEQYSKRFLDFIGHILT
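Quantitative HTS of the MLSMR library against PI5P4Kalpha with substrate. ATP added last at 5 microM final; room temperature, 60 minutes. Remaining ATP depleted, ADP converted and read as luminescence.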
WRN inhibitor – qHTS for Inhibitors of WRN Helicase; WRN helicase unwinding, fluorescent forked duplex, kinetic; Potency, µM (titrated, usually from 114 µM), for inactives: at the top dose activity change, negative = inhibition, hits mostly inhibitors; 360,000 tested, 0.46% active; AID 651768, 2012; further: potency means the concentration at half of the fitted maximal effect; on the % scale 0 is the no-effect control and ±100 the full control effect; nearly all actives have a fitted effect of over 55% in size
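Kinetic red-fluorescence monitoring (525/598 nm) tracks WRN helicase activity after 100 nM fluorophore-quencher forked duplex and 2 mM ATP are added to 20 nM enzyme pretreated 15 min at room temperature with compound.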
PLK1 PBD block – qHTS for Inhibitors of PLK1-PDB (polo-like kinase 1 - polo-box domain): Primary Screen; Serine/threonine-protein kinase PLK1 (Homo sapiens), P53350; Plk1 PBD binding of FITC phosphopeptide, fluorescence polarization; Potency, µM, without a hit: max response, negative = inhibition, actives largely listed as inhibitors; 360,000 tested, 2.8% active; further: potency means the concentration at half of the fitted maximal effect; series mostly up to about 57 µM; on the % scale 0 is the no-effect control and ±100 the full control effect; nearly all actives have a fitted effect of over 65% in size
GLP-1R agonist – qHTS of GLP-1 Receptor Agonists; AID 624172, 2012; 380,000 tested, 0.007% active; Glucagon-like peptide 1 receptor (Homo sapiens), P43220; Potency, µM (highest dose often 45.6 µM), for inactives: at the highest dose activation, actives largely listed as activators; HEK293 GLP-1R CRE-luciferase, luminescence, 4-6 h; cells express a hypersensitive GLP-1R form; further: potency means the concentration at half of the fitted maximal effect; % of control where 0% means no effect
* marks the source's active call; other numbers are inactive results; ? = inconclusive; . = no result given; [ ] = another dose, or the depositor's remark. Unless noted, the call rests on the fitted dose curve; in most records, active means well fitted curve in the direction sought with a large enough effect; inconclusive means small, poorly fitted or top-dose-only effect, or another doubt; inactive means no such curve, though single readings can be large; an effect the other way counts as inactive or inconclusive.

Structure,GLP1R cytotox,IL-2 act,GLP-1R inv ag,DRD3 antagonist,DRD3 agonist,PI5P4Ka inh,WRN inhibitor,PLK1 PBD block,GLP-1R agonist
N#C/C(=C(/O)CSc1ccccn1)c1nc2ccccc2s1,-22%,0.6,8%,13,1,-24,-6%,-8%,0%
COCCOC(=O)c1c(C)oc2ccc(NS(=O)(=O)c3ccc(C)cc3)cc12,-6%,1.1,?,-4,4,5,-4%,0%,24%
COc1ccc(C(=O)NCCCOC(=O)c2ccc(OC)cc2)cc1,-4%,-1.2,-4%,-6,9,-7,0%,-5%,5%
CC(C)C(=O)N(Cc1ccc(F)cc1)Cc1nc2ccccc2c(=O)[nH]1,-3%,0.3,?,-23,-5,-9,-1%,?,11%
CCc1nnc(NC(=O)CSc2nnc(-c3cccnc3)n2C)s1,-3%,3.4,7%,-10,-4,-5,-11%,4%,2%
COc1ccc(N(CC(=O)NCCSCc2cccc(Cl)c2)S(C)(=O)=O)cc1Cl,10%,-0.4,?,2,1,-2,4%,-11%,14%
Cc1ccccc1Cn1nnc2c1C(=O)c1ccccc1C2=O,-6%,1.1,20%,-16,2,8,-5%,-8%,-1%
CCOC(=O)C1=C(C)Nc2ccccc2N/C1=N\S(=O)(=O)c1cc(C(=O)O)ccc1Cl,4%,0.0,0%,13,-3,-3,-6%[11.6 µM],-6%,-7%
Nc1nc(SCC(=O)Nc2ccc([N+](=O)[O-])cc2)n[nH]1,13%[7.66 µM],-0.7,5%[7.66 µM],19,3,-1,1%,4%,-2%
CCCOC(=O)c1ccc(NC(=O)COC)cc1,-3%,-2.0,0%,5,5,2,0%,-1%,2%
CCCCCC(C)n1[nH]c(=O)c2c(C)cc(C)nc21 (stereo unspecified),-11%,-1.8,-22%,0,-3,0,-2%,4%,-6%
Cc1cccc(C(=O)N/N=C/c2ccccn2)c1,?,-5.3,?,5,-5,4,-23%,-8%,-3%
O=C(Cn1c(=O)oc2ccccc21)Nc1ccc(Cl)cc1Cl,-21%,-1.6,1%,0,4,-4,-6%,17%,-2%
Cn1c(=O)[nH]c(=O)c2c1nc(N1CCCC1)n2CCCSc1nc2ccccc2o1,-14%,-1.3,53%[activator],42,2,-2,6%,0%,6%
COc1ccc(-c2cc(N3CCCC3)n3ncnc3n2)cc1,-16%,-1.4,25%,20,-3,-17,7%,-7%,3%
O=C(/C=C/c1ccc([N+](=O)[O-])cc1)NCc1ccccn1,15%,-1.3,9%,0,1,1,-10%,-6%,7%
CN(C)CCCN(Cc1cc2cc3c(cc2[nH]c1=O)OCO3)C(=S)NCc1ccco1,-14%,1.3,-21%,1,9,-2,3%,-5%,21%
CCCNC(=O)N1CCN(S(C)(=O)=O)CC1,-2%,5.4,3%,2,12,-4,9%[57.1 µM],-4%,1%
CC(C)(C)c1ccc(NC(=O)Nc2ccc(F)cc2)cc1,-8%,-0.9,?,-12,3,-18,-30%,27µM*,6%
OCCNc1ncnc2c1nnn2Cc1ccccc1Cl,5%,2.9,18%,?,2,-2,-7%,-9%,8%
CC12CCC(C(=O)N(CCCCN3CCN(c4ccccn4)CC3)C1=O)C2(C)C (stereo unspecified),2%,-1.5,?,-11,86*,1,1%,-4%,0%
CC(=O)N1CN(S(=O)(=O)c2ccc(C)cc2)CC1C (stereo unspecified),-19%,-2.8,3%,-14,-11,.,-11%,-4%,-1%
O=C(NCC(c1ccco1)N1CCCCC1)c1ccc(COc2ccc(Cl)cc2)cc1 (stereo unspecified),-27%,-3.2,2.8µM*,?,-1,-2,-2%,8%,12%
CC1(c2ccc3ccccc3c2)NC(=O)N(CC(=O)N2CCN(S(=O)(=O)c3ccccc3F)CC2)C1=O (stereo unspecified),9%,-5.0,?,1,-8,-4,-30%,4%,0%
COc1cccc(OCc2nc3ccccc3[nH]2)c1,-2%,-3.4,?,1,4,2,4%,3%,-3%
NS(=O)(=O)c1ccc(CCNC(=O)CCNS(=O)(=O)c2ccccc2C(F)(F)F)cc1,-5%,-0.8,0%,25,0,-6,-4%,4%,0%
COc1ccc(C2/C=C\CN(C(=O)c3ccc(C)cc3)CC(=O)N2Cc2ccc(F)cc2)cc1 (stereo unspecified),18%,-0.4,-9%,4,6,7,-6%,-7%,7%
C=CCOc1cccc(C2C(C(=O)c3ccco3)=C(O)C(=O)N2Cc2ccncc2)c1 (stereo unspecified),-5%,-1.6,11%,?,-2,3,-2%,2%,-4%
CC(=O)c1ccc(N2CCN(S(=O)(=O)c3c(C)[nH]c(C)c3C(=O)N3CCCC3)CC2)cc1,-8%,-1.6,32%[activator],-21,1,6,11%,-11%,5%
COc1cc(NC(=O)c2ccc3c(SCC(=O)O)c4c(nc3c2)CCC4)cc(OC)c1OC,2%,0.0,-19%,-15,-2,2,-17%[11.6 µM],-9%,-1%
COc1ccc(CCNC(=O)Cn2c(=O)oc3cc(Cl)ccc32)cc1OC,1%,0.1,-5%,1,7,1,-6%,-3%,2%
Nn1c(SCC(=O)Nc2c(Cl)cccc2Cl)nncc1=O,1%,0.4,9%,-8,5,-6,9%,-6%,0%
Cc1ccc2[nH]c3c(c2c1)CCNC3=O,-1%,-2.2,1%,2,-1,-4,-10%,0%,3%
Nn1c(SCc2cccc(Br)c2)nnc1-c1cccnc1,0%,-2.9,7%,1,-6,1,6%,-9%,5%
O=C(/C=C\c1ccco1)NC(=S)Nc1ccccc1O,-20%,0.5,-27%,-11,4,-53*,?,?,-2%
O=C(c1cnccn1)N1CCc2ccccc21,9%,-2.5,9%,11,-1,-19,-20%,-10%,-8%
O=C(Nc1ccccc1N1CCN(C(=O)c2ccc(Cl)cc2)CC1)c1ccc2c(c1)OCO2,4%,1.9,?,25,8,-11,-10%,4%,5%
O=C1CCCCC(=O)N(c2ccccc2)c2ccccc21,8%,-0.5,0%,-23,1,.,2%,-12%,17%
O=C(N/N=C/c1ccccc1[N+](=O)[O-])c1cccs1,5%,-0.7,14%,15,-6,0,-2%,-3%,11%
Cc1ccc(NC(=O)c2ccc(=O)[nH]n2)cc1S(=O)(=O)Nc1ccccc1Cl,-29%,0.2,12%,9,0,6,-6%,-10%,5%

Complete entries, looked up by structure. Screens in order: GLP1R cytotox | IL-2 act | GLP-1R inv ag | DRD3 antagonist | DRD3 agonist | PI5P4Ka inh | WRN inhibitor | PLK1 PBD block | GLP-1R agonist
O=C(Nc1ccccc1N1CCN(C(=O)c2ccc(Cl)cc2)CC1)c1ccc2c(c1)OCO2 is listed as 4% | 1.9 | ? | 25 | 8 | -11 | -10% | 4% | 5%
NS(=O)(=O)c1ccc(CCNC(=O)CCNS(=O)(=O)c2ccccc2C(F)(F)F)cc1 is listed as -5% | -0.8 | 0% | 25 | 0 | -6 | -4% | 4% | 0%

Returning to the listing, repeating the 2 entries before the break.
Structure,GLP1R cytotox,IL-2 act,GLP-1R inv ag,DRD3 antagonist,DRD3 agonist,PI5P4Ka inh,WRN inhibitor,PLK1 PBD block,GLP-1R agonist
O=C(N/N=C/c1ccccc1[N+](=O)[O-])c1cccs1,5%,-0.7,14%,15,-6,0,-2%,-3%,11%
Cc1ccc(NC(=O)c2ccc(=O)[nH]n2)cc1S(=O)(=O)Nc1ccccc1Cl,-29%,0.2,12%,9,0,6,-6%,-10%,5%
COc1cccc(C2C(C#N)=C(N)Oc3cc(C)oc(=O)c32)c1OC (stereo unspecified),-3%,-0.7,-4%,-2,-1,1,-4%,-8%,-9%
CCOc1ccc(NC(=O)CN(c2cccc(C(F)(F)F)c2)S(C)(=O)=O)cc1,-9%,-1.0,-7%,-5,-1,.,-1%,4%,0%
COc1cccc(/C=N\NC(=O)c2ccc(C)nc2)c1,-4%,0.6,8%,-2,0,-1,10%,8%,0%
O=C(Nc1ccon1)c1cccc(S(=O)(=O)N2CCCCC2)c1,1%,-0.3,6%,1,3,-1,-5%,3%,-2%
CCOc1ccc(NC(=O)CN2C(=O)CSC(C)C2=O)cc1 (stereo unspecified),6%[7.66 µM],-0.6,19%[7.66 µM],10,1,-4,2%,0%,0%
N#CCCN(Cc1cccnc1)C(=O)Nc1ccccc1,4%,1.9,5%,5,6,6,-1%,-5%,1%
COc1cccc(C(C(=O)NCC2CCCO2)N(C(=O)Cn2nnc3ccccc32)c2ccc(NC(C)=O)cc2)c1 (stereo unspecified),-6%,0.4,17%,1,1,-3,2%,0%,3%
CCOC(=O)COc1ccc2c(c1)C(=O)CC(C)(c1cccnc1)O2 (stereo unspecified),36%[activator],1.0,1%,22,1,.,4%,-4%,12%
COCC(=O)N1CCC(Oc2ccc(C(=O)NC3Cc4ccccc4C3)cc2)CC1,3%,-0.6,-32%,-5,4,0,2%,4%,-17%
COC(=O)C[C@H]1CC[C@@H]2[C@H](COC[C@H](O)CN2S(=O)(=O)c2ccccc2OC)O1,1%,-0.1,7%,22,2,1,-1%,-2%,.
CC(=O)Nc1ccccc1NC(=O)C(F)(F)F,-14%,0.2,4%,14,5,15,1%,-2%,-3%
CCOc1ccccc1NC(=O)Cn1nnc(-c2ccc(OCC)c(OCC)c2)n1,5%,-1.2,100%[activator],10,-1,.,-9%[57.1 µM],-7%,0%
CC(C)CCN1C(=O)c2ccccc2C1c1nnnn1Cc1ccccc1 (stereo unspecified),2%,-0.3,10%,35,6,5,-5%,-3%,3%
CCN1C(=O)/C(=C/c2cn(C)nc2C)SC1=S,-20%,11,0%,10,2,.,-4%,0%,-7%

No enrichment for hits (roughly 7.8% active in at least one column).
